Compound activity: PubChem BioAssay, National Center for Advancing Translational Sciences (NCATS)
APE1 inh: qHTS Assay for Inhibitors of the Human Apurinic/apyrimidinic Endonuclease 1 (APE1); DNA repair nuclease/redox regulator APEX1 (Homo sapiens), P27695; 350,000 compounds, 0.35% hits; Potency, µM (series often up to 65.8 µM), for the others: at the highest dose activity change, negative = inhibition, usual class: inhibitors; recombinant APE1, TAMRA/BHQ-2 abasic DNA cleavage fluorescence;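 further: potency means the concentration at half of the fitted maximal effect; plate controls were vehicle for no effect and reference inhibitor for full effect; nearly all actives have a fitted effect of over 55% in size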
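APE1 at 0.75 nM final was preincubated with compound 15 min at room temperature, then 50 nM double-stranded THF abasic-site substrate (5'-TAMRA/3'-BHQ-2) was added. Fluorescence (ex 525/em 598 nm) was read kinetically; third-minus-first read gave activity.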
ERG Ets-DNA blk: qHTS for Small Molecule Inhibitors of the ERG Ets/DNA interaction. Potency, µM (top dose mostly 76.9 µM), without a hit: top-dose FP activity, negative = inhibition, most hits filed as inhibitors. Transcriptional regulator ERG (Homo sapiens), P11308. fluorescence polarization, His-ERG Ets domain / labelled DNA. 370,000 compounds, 0.028% hits; active means well fitted inhibition curve with a large enough effect in the polarisation, with a control signal flat; inconclusive means small, poorly fitted or top-dose-only effect, or effect the other way, or a change in a side signal; inactive means no such curve, though single readings can be large or run the other way; the % refers to the polarisation;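 further: polarization taken with two DNA probes labelled with fluorescein and Texas red; potency means the concentration at half of the fitted maximal effect; % of control where 0% means no effect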
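His-tagged ERG Ets domain (1 uM in the protein solution; 300mM KCl, 50mM Tris-HCl, 1mM EDTA, 1mM DTT, pH 7.5) received compound, then a probe mix of 5 nM fluorescein-DNA and 100nM Texas-615-DNA. Fluorescence polarization was read for both dyes.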
Pol beta inh: qHTS Assay for Inhibitors of DNA Polymerase Beta | P06746 | Pol beta primer extension/strand displacement, fluorescence kinetic | Potency, µM (highest dose often 114 µM), without a hit: at the highest dose activity change, negative = inhibition, hits mostly inhibitors | 340,000 compounds, 1.3% hits | AID 485314, 2010; further: potency means the concentration at half of the fitted maximal effect; on the % scale 0 is the no-effect control and ±100 the full control effect
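10 nM enzyme + cpd, 15 min RT; start with substrate 50 nM final; read 0 min and after 10 min RT. Corrected, normalized data; 4-parameter Hill curve fit.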
RGS4 inh: Inhibitors of Regulator of G Protein Signaling (RGS) 4: qHTS; Potency, µM (series often up to 114 µM), inactives show top-dose activity change, negative = inhibition, actives largely listed as inhibitors; 390,000 compounds, 0.039% hits; Transcreener GDP fluorescence polarization, RGS4-accelerated GTP hydrolysis; further: potency means the concentration at half of the fitted maximal effect; on the % scale 0 is the no-effect control and ±100 the full control effect; nearly all actives have a fitted effect of over 75% in size; some results filed as inactive show a strong effect at the top dose
Target sequence (P49798 whole entry, looked up): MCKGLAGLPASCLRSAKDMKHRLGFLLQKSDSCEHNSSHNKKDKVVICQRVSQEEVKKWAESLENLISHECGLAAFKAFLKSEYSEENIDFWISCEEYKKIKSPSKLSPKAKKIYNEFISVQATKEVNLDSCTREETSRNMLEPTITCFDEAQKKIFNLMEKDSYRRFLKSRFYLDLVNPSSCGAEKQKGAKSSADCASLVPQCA
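MLSMR compounds (23 nl, pin-transferred) preincubated 10 min at room temperature with a 500nM (2x) first reagent, then RGS4 at 900nM (2x) plus Transcreener GDP mix added; fluorescence polarization (620/688 nm) read before and after 90 min at 30 °C.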
Pol kappa inh: qHTS for Inhibitors of Polymerase Kappa | purified Pol kappa, fluorescent DNA synthesis assay, 10 min | Potency, µM (doses to about 107 µM), for inactives: at the top dose activity, negative = inhibition, hits mostly inhibitors | 400,000 compounds, 0.53% hits | AID 588579, 2011; further: potency means the concentration at half of the fitted maximal effect; on the % scale 0 is the no-effect control and ±100 the full control effect
Target sequence (Q9UBT6 whole entry, looked up): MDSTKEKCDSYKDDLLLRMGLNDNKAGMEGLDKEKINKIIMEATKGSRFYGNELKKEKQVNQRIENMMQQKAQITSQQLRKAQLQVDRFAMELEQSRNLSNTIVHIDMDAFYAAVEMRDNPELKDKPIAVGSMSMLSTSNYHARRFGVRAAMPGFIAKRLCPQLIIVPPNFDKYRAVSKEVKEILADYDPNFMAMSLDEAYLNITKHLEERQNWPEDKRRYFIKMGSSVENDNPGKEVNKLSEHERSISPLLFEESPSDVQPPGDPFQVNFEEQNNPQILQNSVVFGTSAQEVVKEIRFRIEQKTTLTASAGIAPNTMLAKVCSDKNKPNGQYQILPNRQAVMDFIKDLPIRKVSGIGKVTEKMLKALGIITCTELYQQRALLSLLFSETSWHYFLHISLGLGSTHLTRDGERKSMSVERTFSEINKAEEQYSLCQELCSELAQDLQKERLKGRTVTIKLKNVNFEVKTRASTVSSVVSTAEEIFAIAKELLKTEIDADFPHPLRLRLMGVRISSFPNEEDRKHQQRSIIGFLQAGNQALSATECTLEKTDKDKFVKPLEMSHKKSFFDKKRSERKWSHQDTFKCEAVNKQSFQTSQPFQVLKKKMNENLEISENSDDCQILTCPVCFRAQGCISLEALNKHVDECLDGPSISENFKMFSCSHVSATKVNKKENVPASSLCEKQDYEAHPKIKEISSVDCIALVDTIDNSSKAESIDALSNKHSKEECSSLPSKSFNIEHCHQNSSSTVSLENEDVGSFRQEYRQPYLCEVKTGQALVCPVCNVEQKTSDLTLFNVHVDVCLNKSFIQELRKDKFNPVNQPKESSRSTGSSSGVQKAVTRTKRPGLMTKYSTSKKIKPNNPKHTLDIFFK
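Kinetic fluorescence screen: compound preincubated 15 min RT with 10 nM enzyme; 50 nM substrate (final) initiates; reads at 0/10 min.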
Anesthetic bind: qHTS Assay for Identification of Novel General Anesthetics; Potency, µM (doses to about 77.5 µM), for inactives: at the top dose activity change, negative = displacement, actives largely listed as inhibitors; 350,000 compounds, 0.074% hits; apoferritin/1-aminoanthracene competitive binding, fluorescence; Ferritin light chain (Equus caballus), P02791; AID 485281, 2010; further: potency means the concentration at half of the fitted maximal effect; on the % scale 0 is the no-effect control and ±100 the full control effect; nearly all actives have a fitted effect of over 20% in size
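Horse-spleen apoferritin (10 uM) was mixed with 50% saturated 1-aminoanthracene in PBS, exposed to compounds for 10 min at room temperature, and read for fluorescence (ex 380 nm, em 535 nm). Competitive displacement was fitted with a four-parameter Hill equation.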
LDHA inh: qHTS assay for inhibitors of human lactate dehydrogenase. L-lactate dehydrogenase A chain (Homo sapiens), P00338. purified LDHA, NADH/diaphorase-resazurin fluorescence; stronger effect = lower value. activity change, % (values are at about 110 or 230 µM). 480,000 compounds, 0.15% hits. AID 1347041, 2019; in the data active means activity change below about -30%; inconclusive means mostly about -25% to -30%;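 further: plate controls were DMSO wells for no effect and wells without enzyme for full effect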
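Remaining NADH was detected by diaphorase (0.133 mg/mL) converting 37 µM resazurin to fluorescent resorufin, read at 0 and 20 minutes. The preceding 5-minute room-temperature reaction used 2 nM LDHA, 0.2 mM sodium pyruvate and 0.06 mM NADH at pH 7.4.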
ALOX12 inh: Primary qHTS assay for inhibitors of human arachidonate 12S-lipoxygenase (ALOX12): Round 2 | Polyunsaturated fatty acid lipoxygenase ALOX12 (Homo sapiens), P18054 | purified 12hLO, xylenol orange hydroperoxide absorbance | Potency, µM (series often up to 108 µM), for the others: top-dose activity change, negative = inhibition, actives largely listed as inhibitors | 580,000 compounds, 1.1% hits | AID 1671190, 2021; further: potency means the concentration at half of the fitted maximal effect; on the % scale 0 is the no-effect control and ±100 the full control effect
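Purified human 12hLO at 150 nM in 25 mM Hepes, 0.01% Triton X-100, pH 7.0, preincubated 15 min at room temperature with compound. Reaction started with 40 uM arachidonic acid, 30 min at room temperature. Hydroperoxide measured by Fe-xylenol orange, 573/405 nm absorbance ratio.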
Pol eta inh: qHTS for Inhibitors of Polymerase Eta. DNA polymerase eta (Homo sapiens), Q9Y253. recombinant Pol eta, fluorescent DNA replication assay. Potency, µM (top dose mostly 114 µM), inactives show at the highest dose activity change, negative = inhibition, hits mostly inhibitors. 390,000 compounds, 1.2% hits. AID 588591, 2011; further: potency means the concentration at half of the fitted maximal effect; on the % scale 0 is the no-effect control and ±100 the full control effect
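Pol eta at 10 nM preincubated with compounds 15 min at room temperature; reaction started with fluorescent substrate (50 nM final) and read kinetically at 0 and 10 min.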
An asterisk follows results filed as active; ? = inconclusive; . = no result given; & = joins results of further samples; [ ] = another dose, or the depositor's remark. Unless noted, the call rests on the fitted dose curve; in most records, active means well fitted curve in the direction sought with a large enough effect; inconclusive means small, poorly fitted or top-dose-only effect, or another doubt; inactive means no such curve, though single readings can be large; an effect the other way counts as inactive or inconclusive. The list is partial. The share of hits here may be higher or lower than overall.

Molecule,Pol kappa inh,LDHA inh,ERG Ets-DNA blk,RGS4 inh,APE1 inh,Pol eta inh,Anesthetic bind,Pol beta inh,ALOX12 inh
Cc1ccc2c(NC(=S)NC(=O)c3ccccc3)cccc2n1,-2%,-15,1%,-21%,-8%,2%,?,34%,?
NC(=O)CSc1ncnc2c1nnn2Cc1ccc(F)cc1,-22%,-6,-10%,-28%,-2%,-17%,-9%,-26%,2%
O=C1CCCCC/C1=N/Nc1ccc(OCc2ccccc2)cc1,17%,4,-5%,?,0%,-9%,-11%,15%,?
COCCn1c(SCC(=O)Nc2nnc(C)s2)nnc1-c1ccncc1,1%,0,-9%,-2%,-1%,-15%,-4%,4%,-19%
CCOC(=O)[C@H]1[C@H]2COc3ccc(Cl)cc3[C@@H]2N2C(=O)c3ccccc3NC(=O)[C@@]12C,8%,0,-5%,-20%,28%,-23%,.,.,-6%
CC(/C=N/NC(=O)c1nnn(-c2nonc2N)c1CN1CCCCC1)c1ccccc1 (centres undefined),10%,3,3%,-14%,.,-6%,.,.,0%
CCCc1nc2oc3c(OCC)ncnc3c2c2c1COC(C)(C)C2,0%,2,0%,30%,4%,-14%,-12%,-2%,24%
CCOC(=O)N1CCN(C(c2cccnc2)c2ccc3cccnc3c2O)CC1 (centres undefined),-2%,16,3%,?,0%,-24%,?,1%,?
COc1ccc(CN(CCC(c2ccco2)C(C)C)C(C)=O)cc1OC (centres undefined),-3%,0,-3%,?,-1%,-17%,-14%,9%,?
O=C(CSc1nnnn1-c1ccc2c(c1)CCC2)NCc1cccs1,-21%,-2,.,11%,-4%,-5%,-18%,?,-14%

Further compounds
Molecule,Pol kappa inh,LDHA inh,ERG Ets-DNA blk,RGS4 inh,APE1 inh,Pol eta inh,Anesthetic bind,Pol beta inh,ALOX12 inh
O=C(CSc1nc(-c2ccco2)cc(C(F)(F)F)n1)NCC1CCCO1 (centres undefined),1%,0,.,3%,0%,-2%,-10%,5%,-3%
COc1ccccc1C(=O)NCCn1cc(SCc2ccccc2Cl)c2ccccc21,4%,-1,0%,8%,.,-13%,88%[activator],27%,-14%
N#C/C(=C(/O)c1ccc(Cl)cc1)c1nc2ccccc2[nH]1,0%,-14,7%,-16%,33%[activator],-14%,7%,-22%,14%
O=C(CSc1nc(C2CC2)n(-c2ccccc2)n1)NCc1ccco1,-20%,-8,9%,4%,4%,-3%,.,.,1%
CC(/C=C\C=C\c1ccccc1)=N\NC(=O)c1cncc(Br)c1,-6%,-1,3%,-44%,-4%,-15%,-15%,-13%,?
Cc1ccc(CN2CCN(Cc3cn(C)nc3C)CC2CCO)o1 (centres undefined),8%,-1,-14%,18%,-3%,-15%,-7%,3%,3%
Cc1ccc(N(Cc2cccs2)C(=O)c2ccccc2)cc1,-7%,6&-2,-2%,15%,.,?,-4%,10%,65%&-18%[activator]
Cc1ccc(-c2onc3ccc(C=O)cc23)cc1,-9%,-7,-10%,-18%,-3%,2%,179%[activator],?,203%[activator]
O=C(CNC(=O)c1ccccc1Br)N/N=C/c1cc(Br)ccc1O,-7%[60.1 µM],-9,3%,5%,-3%,3%,?,?,2%
COc1ccccc1-n1cc(CN2CCN(CC(C)C)C(CCO)C2)cn1 (centres undefined),5%,0,-5%,-9%,-1%,-5%,-5%,6%,0%

The results go on.
Molecule,Pol kappa inh,LDHA inh,ERG Ets-DNA blk,RGS4 inh,APE1 inh,Pol eta inh,Anesthetic bind,Pol beta inh,ALOX12 inh
Nc1ncnc2c1ncn2CCOc1ccccc1,-11%,-12,1%,26%,0%,1%,0%,-18%,?
CCOc1ccc(NCCC(O)c2ccc(F)cc2)cc1 (centres undefined),-7%,1,-4%,1%,8%,?,-7%,-4%,2%
COc1ccc(NC(=O)C2CCCN(c3nccc(C)n3)C2)cc1 (centres undefined),-6%,-5,-6%,-4%,?,-21%,-3%,29%,-5%
Cc1cccc(CN2C(=O)c3ccccc3S(=O)(=O)c3ccc(C(=O)NCCCN4CCCC4)cc32)c1,2%,-1,1%,13%,-7%,-14%,-1%,19%,-2%
CCN(CC(=O)Nc1c(F)cccc1F)C(=O)CNC(=O)c1cccc(C)c1,0%,1,2%,-3%,12%,-10%,-14%,30%,4%
c1ccc(-c2nc(-c3ccccn3)no2)cc1,0%,-17,-8%,19%,4%,3%,-12%,11%,2%
Nc1c(C(=O)NCc2ccccc2)nnn1Cc1ccc(F)cc1,-7%,-1,-8%,-25%,17%,-13%,0%,1%,302%[activator]
Cc1cccc(-n2c(SCc3ccc(C#N)cc3)nnc2-c2c[nH]c3ccccc23)c1,-8%,-4,-14%,-2%,-8%,-14%,-4%,17%,2%
Cc1ccc(S(=O)(=O)N2CCN(C(=O)c3cc4c(s3)CCC(C)C4)CC2)cc1 (centres undefined),-8%,-10,-4%,12%,-6%,-9%,.,.,-21%
O=C(Nc1cccc(Cl)c1)N1CCN(C2c3ccccc3-c3ccccc32)CC1,-8%,-11,-3%,13%,-2%,-12%,-3%,1%,4%

New compounds follow
Molecule,Pol kappa inh,LDHA inh,ERG Ets-DNA blk,RGS4 inh,APE1 inh,Pol eta inh,Anesthetic bind,Pol beta inh,ALOX12 inh
Cc1ccc(OCCSc2nc3ccc(NC(=O)c4ccc(F)cc4)cc3s2)cc1,9%,-2,2%,11%,.,-9%,37%[activator],4%,0%
CCCCC(=O)OC1=C(C(C)=O)N(Cc2ccccc2)S(=O)(=O)c2ccccc21,-7%,-4,-1%,-11%,.,-14%,-6%,32%[activator],0%
COc1ccccc1C(=O)NCCN=C1NS(=O)(=O)c2ccccc21,3%,-4,-6%,-6%,18%,-15%,-9%,32%,-6%
C=C1CC2C(=O)N(Cc3cc(OC)ccc3OC)C(C(=O)OCC)(C(=O)OCC)C1N2C(=O)OC(C)(C)C (centres undefined),-14%&-1%,-3,-5%,-4%&-1%,-11%,-11%,-15%,.,-1%
O=C(NC(C(=O)N/N=C/c1cccnc1)c1n[nH]c(=O)c2ccccc12)c1ccccc1 (centres undefined),4%,-8,4%,11%,-2%,-15%,-12%,5%,30%
COc1ccccc1C(=O)Nc1c(C(=O)Nc2cc(Cl)ccc2C)sc2nc(C)cc(C)c12,-3%,4,6%,-15%,.,-5%,3%,-1%,-14%
Cc1ccc(NC(=O)Cn2cc(S(=O)(=O)Cc3ccccc3)c3ccccc32)cc1C,-8%,11,8%,-22%,.,?,-2%,1%,?
CCn1c(=O)cc(SCC(=O)NCc2ccc(F)cc2Cl)c2ccccc21,-1%,-4,10%,-29%,.,-22%,-9%,-1%,-21%
Cc1ccc(-c2csc3nc(=O)c(C)nn23)cc1,-7%,-2,.,9%,1%,-8%,-9%,5%,6%
O=C(c1ccc(F)cc1)C1CCN(C(=O)c2ccncc2)CC1,-8%,-3,-12%,30%,-4%,-14%,-10%,37%[activator],-7%

Additional structures.
Molecule,Pol kappa inh,LDHA inh,ERG Ets-DNA blk,RGS4 inh,APE1 inh,Pol eta inh,Anesthetic bind,Pol beta inh,ALOX12 inh
CCOC(=O)CCc1c(C)c2ccc(OCC(=O)N3CCOCC3)c(C)c2oc1=O,6%,2,-12%,-20%,22%,-18%,-8%,6%,1%
O=C(COc1ccc(-n2cnnn2)cc1)Nc1ccccc1OC(F)F,-3%,-6,-1%,-22%,-7%,-6%,.,.,?
CN(c1ccccc1)S(=O)(=O)c1cccc(NC(=O)c2ccc(Cl)c([N+](=O)[O-])c2)c1,-9%,-9,5%[15.4 µM],-13%,-22%,-16%,.,.,?
COc1ccc(N2CCN(C(=O)c3ccc4nc(N5CCC(C)CC5)sc4c3)CC2)cc1,-19%,-5,2%,8%,.,-15%,1%,0%,?
O=C(Nc1ccccn1)C1CCN(S(=O)(=O)c2cccc3nonc23)CC1,-4%,-3,5%,-11%,8%,1%,-11%,20%,0%
CCN(C1CCCCC1)S(=O)(=O)c1ccc(OC)c(C)c1,-13%,-3,-5%,0%,8%,-6%,-9%,-5%,0%
CC(OC(=O)c1ccccc1NCc1ccco1)C(=O)Nc1ncc(Cl)cc1Cl (centres undefined),-23%,-2,-7%,5%,-3%,?,116%[activator],1%,0%
Cc1cc(-c2ccc(NC(=O)[C@@H]3CCCC[C@@H]3C(=O)O)c(C)c2)ccc1NC(=O)[C@@H]1CCCC[C@@H]1C(=O)O,-1%,-2,-5%,7%,4%,-18%,-5%,0%,5%
CS(=O)(=O)c1ccc(C(=O)Nc2ccc(N3CCCCC3)cc2)c(Cl)c1,-3%,-10,-9%,4%,-1%,-7%,-11%,2%,-11%
Cc1cc(C)nc(NC2=NC3CCCCC3N2)n1 (centres undefined),-3%,-4,4%,4%,2%,5%,-8%,0%,1%
